EPAC1 agonist: agonists of human EPAC1; O95398; EPAC1 agonist qHTS, biochemical assay; response scale: 100% = response to 6.5 mM cAMP; Potency, µM (series often up to 154 µM), without a hit: at the highest dose activation, actives largely listed as activators; 360,000 compounds, 0.073% hits; AID 720707; note: potency is the fitted concentration of half-maximal effect; nearly all actives have a fitted effect of over 60% in size
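Normalized to 6.5 mM cAMP, activity reflects EPAC1-catalysed release of BODIPY-GDP from Rap1B, followed kinetically over 30 min at 480 nm excitation, 540 nm emission. Reaction contained 100 nM EPAC1, 250 nM Rap1B-BODIPY-GDP, 50 uM GDP.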
Abeta yeast res: A-beta toxicity reversal in yeast. yeast expressing A-beta42, growth rescue, OD600, 48 h; response scale: 0% DMSO, 100% iron-clioquinol control. Potency, µM (series often up to 46.1 µM), without a hit: top-dose growth rescue, hits mostly activators. 410,000 compounds, 0.063% hits; note: potency is the fitted concentration of half-maximal effect; nearly all actives have a fitted effect of over 55% in size
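Growth rescue measured by 600 nm absorbance after 48 h yeast culture at 30 C with compound. Values normalized between DMSO and an equimolar ferric chloride plus clioquinol control.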
EPAC1 antagonist: blocks human EPAC1 exchange factor | 360,000 compounds, 0.14% hits | Potency, µM (titrated, usually from 115 µM), for inactives: top-dose activity change, negative = inhibition, hits mostly inhibitors | O95398 | EPAC1 GEF assay, Rap1b-BODIPY-GDP exchange fluorescence | AID 720709;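 note: potency is the fitted concentration of half-maximal effect; plate controls were vehicle for no effect and positive control for full effect; nearly all actives have a fitted effect of over 50% in size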
WRN inhibitor: inhibitors of human WRN helicase | Q14191 | WRN helicase unwinding, fluorescent forked duplex, kinetic | Potency, µM (series often up to 114 µM), for the others: top-dose activity change, negative = inhibition, actives largely listed as inhibitors | 360,000 compounds, 0.46% hits | AID 651768; note: potency is the fitted concentration of half-maximal effect; % is set by controls: 0 for no effect and ±100 for the full control effect; nearly all actives have a fitted effect of over 55% in size
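WRN at 20 nM final preincubated with compound 15 min at room temperature; reaction started with 100 nM fluorophore/quencher forked duplex oligonucleotide and 2 mM ATP final. Unwinding followed kinetically by red fluorescence (ex 525, em 598 nm).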
PLK1 PBD block: inhibitors of human PLK1 polo-box domain binding; AID 720504; 360,000 compounds, 2.8% hits; Potency, µM, for inactives: max response, negative = inhibition, usual class: inhibitors; Plk1 PBD binding of FITC phosphopeptide, fluorescence polarization; P53350; note: potency is the fitted concentration of half-maximal effect; series mostly up to about 57 µM; % is set by controls: 0 for no effect and ±100 for the full control effect; nearly all actives have a fitted effect of over 65% in size
Target sequence (P53350 whole entry, looked up, the tested form may be a part): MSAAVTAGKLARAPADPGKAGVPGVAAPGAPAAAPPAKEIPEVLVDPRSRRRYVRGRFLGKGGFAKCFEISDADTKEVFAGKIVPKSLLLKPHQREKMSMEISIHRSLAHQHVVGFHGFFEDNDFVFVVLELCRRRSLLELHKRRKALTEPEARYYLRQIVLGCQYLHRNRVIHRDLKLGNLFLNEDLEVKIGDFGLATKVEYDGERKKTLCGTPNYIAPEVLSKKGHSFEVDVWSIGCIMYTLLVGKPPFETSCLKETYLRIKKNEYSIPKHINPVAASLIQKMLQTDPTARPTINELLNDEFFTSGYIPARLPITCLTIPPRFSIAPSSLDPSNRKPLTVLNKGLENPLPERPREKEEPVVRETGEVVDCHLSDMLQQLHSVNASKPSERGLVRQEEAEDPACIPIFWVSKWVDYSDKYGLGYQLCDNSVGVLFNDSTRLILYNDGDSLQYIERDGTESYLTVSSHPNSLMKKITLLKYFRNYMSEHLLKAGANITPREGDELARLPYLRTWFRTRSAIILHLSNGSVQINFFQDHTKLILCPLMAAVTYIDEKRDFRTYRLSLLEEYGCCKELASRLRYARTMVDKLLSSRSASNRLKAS
IL-2 act: activators of IL-2. IL-2 activation reporter assay, cell-based qHTS; stimulated with anti-CD3/CD4/CD28 beads; in transgenic mouse T cells. activation, % (series mostly up to about 46 µM). 360,000 compounds, 0.065% hits. AID 652025; in the data active = activation above about 50%; inconclusive = mostly about 30% to 49%; note: 0% is about no effect
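Unstimulated transgenic mouse T cells, 750 per well, received compound and, after 60 minutes, anti-CD3/anti-CD4 bead plus anti-CD28 stimulation. EGFP and DsRed were quantified after 18 hours.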
FUS yeast rescue: suppressors of FUS proteinopathy in yeast. S. cerevisiae FUS-expressing, growth rescue, OD600, 24 h. Potency, µM (series often up to 76.6 µM), for the others: top-dose growth rescue (activation), most hits filed as activators. 390,000 compounds, 0.24% hits;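 note: potency is the fitted concentration of half-maximal effect; plate controls were DMSO vehicle for no effect and reference control for full effect; nearly all actives have a fitted effect of over 55% in size; some results filed as inactive show a strong effect at the top dose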
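Restored growth of FUS-toxic S. cerevisiae, read as 600 nm absorbance after 24 h at 30C in galactose medium (starting OD 0.005). Controls CP55940 and DMSO.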
PI5P4Ka inh: PI5P4K alpha (human) kinase inhibition | P48426 | PI5P4Kalpha enzyme, ADP-Glo luminescence, 60 min; stronger effect = lower value | max response, % | 330,000 compounds, 1.2% hits | AID 652105; active = max response of -50% or lower; inconclusive = between -30% and -50%; inactive = -30% or higher; note: value at the top dose of about 77 µM; % is set by controls: 0 for no effect and ±100 for the full control effect
Target sequence (P48426 whole entry, looked up): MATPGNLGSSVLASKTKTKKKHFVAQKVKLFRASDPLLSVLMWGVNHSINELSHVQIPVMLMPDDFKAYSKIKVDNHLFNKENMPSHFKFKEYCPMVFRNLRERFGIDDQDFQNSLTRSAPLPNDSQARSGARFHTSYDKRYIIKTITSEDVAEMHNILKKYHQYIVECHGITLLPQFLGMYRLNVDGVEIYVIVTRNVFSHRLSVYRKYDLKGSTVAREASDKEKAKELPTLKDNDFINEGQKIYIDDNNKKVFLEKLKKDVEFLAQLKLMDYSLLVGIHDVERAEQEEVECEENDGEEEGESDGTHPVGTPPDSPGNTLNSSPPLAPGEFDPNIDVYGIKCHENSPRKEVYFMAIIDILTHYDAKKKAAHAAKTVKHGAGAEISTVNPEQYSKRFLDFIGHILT
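Quantitative HTS of the MLSMR library against PI5P4Kalpha with substrate. ATP added last at 5 microM final; room temperature, 60 minutes. Remaining ATP depleted, ADP converted and read as luminescence.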
* = called active by the depositor; & = joins results of further samples; [ ] = remark or other dose. Unless noted, calls come from the whole dose curve; as a rule, active = well fitted curve in the direction sought with a large enough effect; inconclusive = small, poorly fitted or top-dose-only effect, or another doubt; inactive = no such curve, though single readings can be large; an effect the other way counts as inactive or inconclusive.

CCn1cc(C(=O)N(C)CC(OC)OC)c(=O)c2cc(S(=O)(=O)N3CCOCC3)ccc21 was read as EPAC1 agonist 1%, EPAC1 antagonist -8%, WRN inhibitor 4%, PLK1 PBD block -5%, IL-2 act -0.2, FUS yeast rescue -18% and PI5P4Ka inh 0.
CCCN(CC(=O)Nc1ccccc1C)C(=O)c1ccc(NC2CC2)c([N+](=O)[O-])c1 was read as EPAC1 agonist 0%, Abeta yeast res -9%, EPAC1 antagonist -25%, WRN inhibitor -2%, PLK1 PBD block -2%, IL-2 act 0.9, FUS yeast rescue 12% and PI5P4Ka inh 0.
COC(=O)C1=C(C)N(Cc2ccccc2)C(=O)N[C@H]1c1cccs1 was read as EPAC1 agonist -17%, Abeta yeast res -12%, EPAC1 antagonist -14%, WRN inhibitor -5%, PLK1 PBD block -8%, IL-2 act -0.2, FUS yeast rescue -13% and PI5P4Ka inh -3.
`O=C1C(=O)N(CCCn2ccnc2)C(c2cccc(Br)c2)/C1=C(\O)c1ccc2c(c1)OCCO2` (stereo not drawn) gave EPAC1 agonist 17%, Abeta yeast res 9%, EPAC1 antagonist 7%, WRN inhibitor -12%, PLK1 PBD block 30µM*, IL-2 act -4.8, FUS yeast rescue 24% and PI5P4Ka inh 0.
For COCCNc1nc(NCc2ccccc2OC)c2sccc2n1 the results were EPAC1 agonist -9%, Abeta yeast res 0%, EPAC1 antagonist 2%, WRN inhibitor -2%, PLK1 PBD block -5%, IL-2 act -0.8, FUS yeast rescue -12% and PI5P4Ka inh 2.
`Cc1ccccc1S(=O)(=O)N1C[C@H]2CON(C)[C@H]2C[C@H]1c1cccc(Oc2ccccc2)c1` gave EPAC1 agonist 7%, Abeta yeast res 7%, EPAC1 antagonist -22%, WRN inhibitor -10%, PLK1 PBD block -2%, IL-2 act -0.5, FUS yeast rescue inconclusive and PI5P4Ka inh 4.
C/C(=N\NC(=O)c1cccc([N+](=O)[O-])c1)c1cccs1 was read as EPAC1 agonist -6%, Abeta yeast res -6%, EPAC1 antagonist -7%, WRN inhibitor -4%, PLK1 PBD block -4%, IL-2 act -0.4, FUS yeast rescue 5% and PI5P4Ka inh 6.
`CCc1ccccc1NC(=S)N(CCN(C)C)C(C)c1ccco1` (stereo not drawn) gave EPAC1 agonist 0%, Abeta yeast res 9%, EPAC1 antagonist 3%, WRN inhibitor 1%, PLK1 PBD block -1%, IL-2 act -0.2, FUS yeast rescue 0% and PI5P4Ka inh -2.
`O=C(c1ccccc1F)N1CCN(Cc2nc3sc4c(c3c(=O)[nH]2)CCCC4)CC1` gave EPAC1 agonist 7%, Abeta yeast res -7%, EPAC1 antagonist 4%, WRN inhibitor -24%, PLK1 PBD block -6%, IL-2 act 3.7, FUS yeast rescue 25% and PI5P4Ka inh 2.
`CC(C)c1csc(CN2CCC(N3CCC(C(=O)NCC4CCCO4)CC3)CC2)n1` (stereo not drawn) gave EPAC1 agonist -2%, Abeta yeast res 7%, EPAC1 antagonist -10%, WRN inhibitor 5%, PLK1 PBD block 0%, IL-2 act -0.6, FUS yeast rescue 7% and PI5P4Ka inh -6.
Cc1ccn2c(=O)nc(SCC(=O)Nc3ccc4c(c3)OCCO4)nc2c1 was read as EPAC1 agonist -2%, Abeta yeast res 9%, EPAC1 antagonist -14%, WRN inhibitor -4%[11.6 µM], PLK1 PBD block -2%, IL-2 act -2.1, FUS yeast rescue 19% and PI5P4Ka inh inconclusive.
For CCOC(=O)N1CCC(NC(=O)c2cc(C(=O)Nc3ccc(S(=O)(=O)N4CCOCC4)cc3)ccc2CO)CC1 the results were EPAC1 agonist 4%, Abeta yeast res -6%, EPAC1 antagonist 6%, WRN inhibitor -7%, PLK1 PBD block 0%, IL-2 act -0.1, FUS yeast rescue -23% and PI5P4Ka inh -3.
For Cc1ccc(C(=O)N2CCN(C)CC2)cc1S(=O)(=O)N1CCCCCC1 the results were EPAC1 agonist 6%, Abeta yeast res 7%, EPAC1 antagonist 0%, WRN inhibitor 2%, PLK1 PBD block -7%, IL-2 act -2.4, FUS yeast rescue -1% and PI5P4Ka inh 0.
For CC(C)NC(=O)NC(=O)CSc1nnc(-c2c[nH]c3ccccc23)o1 the results were EPAC1 agonist -9%, Abeta yeast res 15%, EPAC1 antagonist -18%, WRN inhibitor 5%, PLK1 PBD block -8%, IL-2 act -2.6, FUS yeast rescue 10% and PI5P4Ka inh 7.
For O=C(Cn1c(=O)n(-c2ccc(F)cc2)c(=O)c2sccc21)NC1CCCCC1 the results were EPAC1 agonist 12%, Abeta yeast res 2%, EPAC1 antagonist -6%, WRN inhibitor -9%, PLK1 PBD block -2%, IL-2 act -0.1, FUS yeast rescue -19% and PI5P4Ka inh 5.
`CN(C(=O)CSc1nnnn1-c1ccc(O)cc1)C1CCCCC1` gave EPAC1 agonist -2%, Abeta yeast res -2%, EPAC1 antagonist 8%, WRN inhibitor 5%, PLK1 PBD block 0%, IL-2 act -0.6, FUS yeast rescue 10% and PI5P4Ka inh 0.
For O=C(COC(=O)c1cc(Br)ccc1O)Nc1cccnc1Cl the results were EPAC1 agonist 3%, Abeta yeast res 8%, EPAC1 antagonist 17%, WRN inhibitor -2%, PLK1 PBD block 1%, IL-2 act -3.5, FUS yeast rescue 9% and PI5P4Ka inh 0.
`C=CCN=c1scc(-c2ccccc2)n1/N=C/c1ccccn1` gave EPAC1 agonist -1%&3%, Abeta yeast res inconclusive, EPAC1 antagonist -15%&-19%, WRN inhibitor 2%&-3%, PLK1 PBD block -9%&3%, IL-2 act 5.9&-2.3, FUS yeast rescue 29%&25% and PI5P4Ka inh 1&-3.
CCCCOc1ccc(S(=O)(=O)Nc2cccnc2)cc1 was read as EPAC1 agonist -14%, Abeta yeast res -28%, EPAC1 antagonist 2%, WRN inhibitor -4%, PLK1 PBD block -7%, IL-2 act -3.2 and FUS yeast rescue -12%.
Screening O=C(O)c1ccccc1SCC(=O)N1CCOCC1 returned EPAC1 agonist 4%, Abeta yeast res 13%, EPAC1 antagonist -1%, WRN inhibitor -2%, PLK1 PBD block -1%, IL-2 act 0.0, FUS yeast rescue 2% and PI5P4Ka inh 0.

Structures listed so far that contain fluorine (two):
`O=C(c1ccccc1F)N1CCN(Cc2nc3sc4c(c3c(=O)[nH]2)CCCC4)CC1` gave EPAC1 agonist 7%, Abeta yeast res -7%, EPAC1 antagonist 4%, WRN inhibitor -24%, PLK1 PBD block -6%, IL-2 act 3.7, FUS yeast rescue 25% and PI5P4Ka inh 2.
For O=C(Cn1c(=O)n(-c2ccc(F)cc2)c(=O)c2sccc21)NC1CCCCC1 the results were EPAC1 agonist 12%, Abeta yeast res 2%, EPAC1 antagonist -6%, WRN inhibitor -9%, PLK1 PBD block -2%, IL-2 act -0.1, FUS yeast rescue -19% and PI5P4Ka inh 5.

Going on with the list.
Screening CCCCOc1ccc(CSCCN)cc1Cl returned EPAC1 agonist 2%, Abeta yeast res -7%, EPAC1 antagonist -2%, WRN inhibitor 2%, PLK1 PBD block 0%, IL-2 act -0.8, FUS yeast rescue -22% and PI5P4Ka inh 25.
CCOc1ccc(CCNC(=O)C2CC(C)=CCC2C(=O)O)cc1OCC (stereo not drawn) was read as EPAC1 agonist 7%, Abeta yeast res 2%, EPAC1 antagonist -6%, WRN inhibitor -5%[11.6 µM], PLK1 PBD block inconclusive, IL-2 act -0.1, FUS yeast rescue 19% and PI5P4Ka inh 3.
For O=C(NNC(=O)c1ccc(-c2ccccc2)cc1)c1ccccc1 the results were EPAC1 agonist -20%, Abeta yeast res 0%, EPAC1 antagonist 0%, WRN inhibitor -6%[11.6 µM], PLK1 PBD block 4%, IL-2 act 0.2, FUS yeast rescue 14% and PI5P4Ka inh -11.
Screening CCOc1cccc(/C(O)=C2/C(=O)C(=O)N(CCN3CCOCC3)C2c2cccnc2)c1 (stereo not drawn) returned EPAC1 agonist 0%, Abeta yeast res -5%, EPAC1 antagonist 3%, WRN inhibitor 7%, PLK1 PBD block -4%, IL-2 act 5.1, FUS yeast rescue 14% and PI5P4Ka inh 4.
`Cc1ccc(C(=O)C(NC(=O)c2ccco2)N2CCOCC2)cc1` (stereo not drawn) gave EPAC1 agonist 3%, Abeta yeast res 8%, EPAC1 antagonist 18%, WRN inhibitor 2%, PLK1 PBD block -1%, IL-2 act -1.3 and FUS yeast rescue 17%.
For O=C(C(=NNc1ccccc1)C(=S)Nc1ccccc1)c1ccccc1 the results were EPAC1 agonist -12%, Abeta yeast res -2%, EPAC1 antagonist -5%, WRN inhibitor -3%, PLK1 PBD block -1%, IL-2 act 0.2, FUS yeast rescue -7% and PI5P4Ka inh 1.
For Fc1cccc(/C=N/Nc2ccc3ccccc3n2)c1 the results were EPAC1 agonist 3%, Abeta yeast res 2%, EPAC1 antagonist 9%, WRN inhibitor -1%, PLK1 PBD block 4%, IL-2 act 0.6, FUS yeast rescue 5% and PI5P4Ka inh 1.
CC(NC(=O)Nc1ccccc1)c1ccccc1 (stereo not drawn) was read as EPAC1 agonist -9%, Abeta yeast res 9%, EPAC1 antagonist 0%, WRN inhibitor 2%[57.1 µM], PLK1 PBD block -8%, IL-2 act -2.9, FUS yeast rescue 19% and PI5P4Ka inh -4.
For Cc1cc(C(=O)N2CCCC2)n[nH]1 the results were EPAC1 agonist -9%, Abeta yeast res 3%, EPAC1 antagonist 17%, WRN inhibitor 3%, PLK1 PBD block 1%, IL-2 act 0.2, FUS yeast rescue -5% and PI5P4Ka inh -1.
For COc1ccccc1N1CCN(C(=O)N2CCOCC2)CC1 the results were EPAC1 agonist 8%, Abeta yeast res -12%, EPAC1 antagonist -5%, WRN inhibitor 4%, PLK1 PBD block -8%, IL-2 act -1.4, FUS yeast rescue 16% and PI5P4Ka inh 1.
O=C1CSCC(=O)N1c1ncc(C(F)(F)F)cc1Cl was read as EPAC1 agonist 5%, Abeta yeast res -13%, EPAC1 antagonist -22%, WRN inhibitor inconclusive, PLK1 PBD block -19%, IL-2 act -0.2, FUS yeast rescue -6% and PI5P4Ka inh 12.
CCCCC(CC)CNC(=O)c1cccs1 (stereo not drawn) was read as EPAC1 agonist 6%, Abeta yeast res -1%, EPAC1 antagonist -10%, WRN inhibitor -3%, PLK1 PBD block -9%, IL-2 act -1.9 and FUS yeast rescue -12%.
`O=C(C(NS(=O)(=O)c1cccc2nsnc12)c1ccccc1)N1CCN(c2ccccc2)CC1` (stereo not drawn) gave EPAC1 agonist -9%, Abeta yeast res 8%, EPAC1 antagonist 0%, WRN inhibitor 3%, PLK1 PBD block -9%, IL-2 act -2.4, FUS yeast rescue 37% and PI5P4Ka inh 1.
